TCR act: T cell receptor activation. primary human leukocytes, anti-CD3, IL-2 HTRF, 48 h. Potency, µM (highest dose often 9.22 µM), inactives show top-dose activation of IL-2 secretion, most hits filed as activators. 330,000 tested, under 10 active. AID 504894; also: % of control where 0% means no effect
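Using a-CD3 beads without co-stimulation, primary human leukocytes were exposed to compounds for 48 hr. An HTRF IL-2 kit measured the cytokine, with europium-to-d2 energy transfer producing emission at 665nm upon 320nm excitation.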
AT treatment: candidate therapy for ataxia-telangiectasia; […] A-T fibroblasts, KAP-1 phosphorylation AlphaLISA; neocarzinostatin DNA damage 30 min before lysis; Potency, µM (titrated, usually from 57.5 µM), without a hit: at the highest dose activation, hits mostly activators; actives 0.19% (n = 320,000); also: potency is read from the fitted curve at half-maximal effect; % of control where 0% means no effect; nearly all actives have a fitted effect of over 45% in size
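ATM-like activity read as KAP-1 phosphorylation via AlphaLISA donor/acceptor antibody pairs after lysis and 6 hr at 25C. Cells were ATM-null patient fibroblasts ([…], hTERT), dosed 60 min, then exposed to the DSB inducer NCS for 30 min.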
GALK inh: blocks human galactokinase activity. AID 1868. Potency, µM (titrated, usually from 57.5 µM), without a hit: at the highest dose activity change, negative = inhibition, actives largely listed as inhibitors. Purified GALK, Kinase-Glo residual ATP luminescence. actives 0.007% (n = 270,000). P51570; also: potency is read from the fitted curve at half-maximal effect; % is scaled to controls: 0 for no effect and ±100 for the full control effect
Target sequence (P51570 whole entry, looked up): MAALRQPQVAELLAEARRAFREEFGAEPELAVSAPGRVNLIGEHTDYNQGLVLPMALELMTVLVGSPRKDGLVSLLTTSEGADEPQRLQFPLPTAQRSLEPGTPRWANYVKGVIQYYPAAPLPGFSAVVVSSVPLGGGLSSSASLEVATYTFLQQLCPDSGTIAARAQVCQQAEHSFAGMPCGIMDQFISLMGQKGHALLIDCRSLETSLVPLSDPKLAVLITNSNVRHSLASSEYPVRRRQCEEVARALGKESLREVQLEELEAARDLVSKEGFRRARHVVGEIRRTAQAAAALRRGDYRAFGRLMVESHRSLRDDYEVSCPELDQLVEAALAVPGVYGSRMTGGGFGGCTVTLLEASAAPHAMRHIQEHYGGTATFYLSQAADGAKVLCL
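Human GALK (5 nM) with 35 uM ATP and 100 uM galactose in 20 mM HEPES pH 8.0, 5 mM MgCl2, 60 mM NaCl, 1 mM DTT, 0.01% BSA. After 1 h at room temperature, leftover ATP was read by Kinase-Glo Plus luminescence.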
BCR signal inh: inhibitors of chronic active B-cell receptor signaling; ABC-DLBCL IkBa-CBG/CBR reporter, luminescence ratio, 4 h; Potency, µM (series often up to 46.1 µM), inactives show top-dose ratio change, negative = lower green/red ratio, most hits filed as inhibitors; actives 0.05% (n = 340,000); active = well fitted inhibition curve with a large enough effect in the signal ratio, with a control signal flat, not every such curve was filed as active; inconclusive = small, poorly fitted or top-dose-only effect, or effect the other way, or a change in a side signal; the % refers to the signal ratio;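 also: potency is read from the fitted curve at half-maximal effect; plate controls were basal doxycycline-induced cells for no effect and cells given 10 µM MG132 for full effect; MG132 reads +100%, hits lower the ratio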
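TMD8 human ABC-DLBCL cells with doxycycline-inducible IκBα–green luciferase fusion and unfused red luciferase, in 0.5% FBS medium; compounds up to 46 uM, 4 h at 37C. Green/red luminescence ratio, filter-overlap corrected, fitted to concentration-response curves.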
TSHR antag: blocks TSH signaling through the human TSH receptor; actives 0.2% (n = 330,000); P16473; TSHR-expressing cells, TSH-stimulated cAMP HTRF, 2 h; stronger effect = lower value; AID 504810; activity change, negative = inhibition, % at 11.5 µM;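 active = activity change below a set negative limit, meaning inhibition stronger than a set level, cut at about -70% in these data; inconclusive = activity change between two set negative limits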; also: % is scaled to controls: 0 for no effect and ±100 for the full control effect
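TSHR-expressing cells were treated with compounds, then stimulated with TSH at EC80 (4nM final) for 2 hours at 37 deg C. Cellular cAMP was measured by HTRF competition between lysate cAMP and cAMP-d2 for a cryptate-labelled anti-cAMP antibody.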
hERG WT inh: inhibitors of human wildtype KCNH2 potassium channel | U2OS, BacMam KCNH2, thallium flux FluxOr; stronger effect = lower value | activity change, % at 1.84 µM | actives 0.37% (n = 340,000) | AID 720551;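 active = maximum activity change below -70%; inconclusive = maximum activity change between -70% and -50%; inactive = maximum activity change above -50%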; also: % is scaled to controls: 0 for no effect and ±100 for the full control effect
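U2OS cells transduced with wild-type KCNH2 virus are loaded with FluxOr dye for 45 min, and thallium flux is measured in kinetic reads before and after stimulation buffer. Rate constants are normalized to DMSO controls.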
Tb PFK inh: inhibitors of T. brucei phosphofructokinase. actives 0.17% (n = 330,000). O15648. Potency, µM (titrated, usually from 57.5 µM), for inactives: at the top dose activity, negative = inhibition, most hits filed as inhibitors. T. brucei PFK, ADP-Glo luminescence;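 also: potency is read from the fitted curve at half-maximal effect; 0% = uninhibited 1x PFK enzyme wells and -100% = no-enzyme wells; nearly all actives have a fitted effect of over 60% in size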
Target sequence (O15648 whole entry, looked up): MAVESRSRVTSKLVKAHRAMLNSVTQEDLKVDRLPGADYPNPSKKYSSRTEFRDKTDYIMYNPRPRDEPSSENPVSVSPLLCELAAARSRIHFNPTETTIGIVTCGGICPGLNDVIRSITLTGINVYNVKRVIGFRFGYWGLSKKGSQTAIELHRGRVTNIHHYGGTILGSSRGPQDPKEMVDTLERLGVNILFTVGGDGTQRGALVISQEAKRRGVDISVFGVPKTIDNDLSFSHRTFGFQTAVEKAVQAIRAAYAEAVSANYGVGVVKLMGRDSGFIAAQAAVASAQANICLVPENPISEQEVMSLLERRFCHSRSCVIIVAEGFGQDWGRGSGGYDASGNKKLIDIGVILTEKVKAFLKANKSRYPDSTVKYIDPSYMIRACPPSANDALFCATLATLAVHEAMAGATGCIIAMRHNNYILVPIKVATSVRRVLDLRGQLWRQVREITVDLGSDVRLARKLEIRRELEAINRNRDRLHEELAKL
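PFK 1.25 nM, F6P 0.5 mM, ATP 0.1 mM, 0.1 M TEA pH 8.0, 5 mM MgCl2, 0.01% Tween20, 0.1% BSA; 45 min RT. ADP-Glo readout. qHTS titration up to 57 uM; curves fitted, compounds curve-classed.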
Giardia kill: kills Giardia lamblia | Giardia lamblia trophozoite viability | activity change, % at 7.66 µM, hits read low | actives 0.15% (n = 340,000) | AID 540267; in the data active = activity change below about -80%; inconclusive = between about -30% and that limit;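 also: parasites exposed to compound for two days anaerobically before the ATP read; % is scaled to controls: 0 for no effect and ±100 for the full control effect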
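ATP-content bioluminescence gauges trophozoite survival. Cells (100/well) receive compound and incubate anaerobically for 48 hrs at 37 deg C; detection reagent follows for 15-30 min at room temperature.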
FBPA coupling cs: counter-screen for Giardia aldolase inhibitors: coupling enzyme system | coupling enzyme system counterscreen, AmpLite Red fluorescence | activity change, negative = inhibition, % at 58.2 µM, hits read low | actives 0.67% (n = 290,000) | AID 2472; in the data active = activity change below about -30%; also: % is scaled to controls: 0 for no effect and ±100 for the full control effect
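Coupling enzymes only (glyceraldehyde-3-phosphate) + compound, at 57.5 uM final, 10 min RT; add substrate/coupling/AmpLite Red mix, 20 min RT; fluorescence ex 525/em 598 nm. Actives flag coupling-system interference.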
MLL CXXC-DNA inh: blocks binding of human MLL CXXC domain to DNA. actives 0.037% (n = 290,000). Q03164. MLL-CXXC / FITC-HOXA9 DNA fluorescence polarization. Potency, µM (highest dose often 115 µM), without a hit: at the highest dose activity change, negative = inhibition, hits mostly inhibitors; active = well fitted inhibition curve with a large enough effect in the polarisation, with a control signal flat, not every such curve was filed as active; inconclusive = small, poorly fitted or top-dose-only effect, or effect the other way, or a change in a side signal; inactive = no such curve, though single readings can be large or run the other way; the % refers to the polarisation; also: potency is read from the fitted curve at half-maximal effect
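Fluorescence polarization: 7 uM MLL-CXXC (stock) preincubated 5 min with compounds, then 50 nM fluorescein-HOX-A9 DNA (stock) added; 30 min ambient. Buffer 50 mM Tris-HCl pH 7.5, 50 mM NaCl, 1 mM DTT, 0.05% BSA.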
Starred values were filed as active, the others as inactive; ? = inconclusive; · = not tested or not shown; [ ] = another dose, or the depositor's remark. Unless noted, calls follow the shape of the dose curve; as a rule, active = well fitted curve in the direction sought with a large enough effect; inconclusive = small, poorly fitted or top-dose-only effect, or another doubt; inactive = no such curve, though single readings can be large; an effect the other way counts as inactive or inconclusive.

SMILES | TCR act | AT treatment | GALK inh | BCR signal inh | TSHR antag | hERG WT inh | Tb PFK inh | Giardia kill | FBPA coupling cs | MLL CXXC-DNA inh
CC(=O)NS(=O)(=O)c1ccc(NC(=O)CN2C(=O)C3C4C=CC(C4)C3C2=O)cc1 (stereo not given) | -10.6%[46.1 µM] | -9.6% | -0.2% | 1.2% | 23.6 | -9.3 | 0.3% | -21.4 | 9.9 | 6.3%
CCCOc1cccc(-c2nn(-c3ccccc3)cc2/C=C(\C#N)C(=O)NCCCn2ccnc2)c1 | 6.3%[46.1 µM] | -2.6% | 0.1% | -16.5% | -2.2 | -186.8* | 3.0% | -6.3 | -3.1 | 33.2%[activator]
Cc1ccc2[nH]c(C)c(CCNC(=O)NC3CCCCC3)c2c1 | 2.8% | -7.6% | 11.4% | -9.2% | -10.2 | 1.5 | 0.8% | -10.5 | -7.4 | 7.0%
COCc1c(CCl)cnc(C)c1O | 3.2% | 2.1% | 0.0% | ? | -6.6 | 0.9 | 3.9% | -29.3 | 0.8 | -6.1%
Cc1nc(SCc2ccccc2C)n[nH]1 | -1.3% | -9.6% | 0.0% | -11.3% | 15.1 | -1.5 | -0.3% | 7.6 | 0.2 | 0.9%
CCNC(=O)COC(=O)c1[nH]c(C)c(C(=O)OC)c1C | 3.9% | -2.3% | -1.2% | 0.0% | -1.8 | 9.6 | -5.3% | 33.1[activator] | 1.6 | 0.0%
Cc1ccccc1NC(=S)NC(=O)COc1ccccc1C | 5.7% | 15.7% | 2.6% | 0.5% | 8.0 | -0.8 | -2.1% | -6.3 | · | 0.2%
CNc1oc(-c2ccco2)nc1C#N | -11.7% | -1.4% | -2.9% | ? | -3.4 | 2.4 | 2.6% | -12.6 | -1.0 | -10.3%
CC(=O)Nc1ccc(Nc2cc(C)nc3c(-c4ccccc4)cnn23)cc1 | -19.5%[46.1 µM] | 21.4% | -4.4% | 18.5% | -24.4 | 19.4 | 0.0% | -15.7 | 0.6 | -17.1%
C[N+]1(CCOc2ccc([N+](=O)[O-])cc2)CCOCC1 | 5.0% | 16.3% | -1.2% | -0.2% | 30.2 | -0.1 | -7.3%[0.46 µM] | 22.8 | -1.8 | 0.4%
COc1ccc(OCC(=O)Nc2nonc2NC(=O)COc2ccc(OC)cc2)cc1 | 3.2% | 15.4% | -2.2% | ? | 22.9 | 2.1 | -1.2% | -21.7 | -0.1 | 5.6%
Cc1ccc(-n2ncc3c2CCCC3NC(=O)c2csnn2)cc1C (stereo not given) | 0.3% | 4.2% | -0.1% | -8.7% | 7.3 | -89.3* | 0.0% | 5.9 | 0.0 | 1.7%
O=C(CCN1CCN(c2ccccc2)CC1)N/N=C/c1ccccc1OC(F)F | · | 7.2% | 8.1% | -8.4% | 5.5 | 42.0 | -0.9% | 13.7 | -9.7 | -1.8%
O=C(NCc1ccccc1)C(=O)NCC(c1ccco1)N1CCOCC1 (stereo not given) | -3.3%[46.1 µM] | 15.8% | -1.0% | -1.1% | 3.0 | -5.5 | -2.7% | 10.3 | -3.2 | 1.1%
CC1=NN(c2ccccc2)C(=O)C1C(=O)C(=O)Nc1ccc(F)cc1 (stereo not given) | 1.0% | -0.6% | -2.9% | · | -8.2 | -0.5 | -2.9% | -10.7 | -1.6 | -1.6%
CCN1CCN(CCOCCOc2ccccc2-c2ccccc2)CC1 | · | 0.7% | -1.0% | -0.8% | 1.3 | · | -7.4% | · | 0.1 | -2.5%
CCCn1c(=NC(=O)c2c(-c3c(F)cccc3Cl)noc2C)c(C(=O)OCC)cc2c(=O)n3ccccc3nc21 | 0.3%[46.1 µM] | -1.5% | 2.5% | ? | -9.4 | · | -5.7% | · | 1.6 | -3.5%
COc1ccc(CC(=O)NC(C)C2COc3ccccc3O2)cc1OC (stereo not given) | 0.9% | -0.9% | 11.9% | 3.3% | 0.8 | · | -1.0% | 2.4 | 3.6 | 2.5%
COc1cc2c(cc1NS(=O)(=O)N1CCCC1)oc1ccccc12 | -12.2% | 3.7% | -1.7% | ? | -14.5 | 6.0 | 0.7% | -19.0 | -2.3 | 6.1%
CC(=O)Nc1ccc(/C=C/c2nc(-c3ccccc3O)n[nH]2)cc1 | -4.4% | ? | · | ? | -13.5 | 0.2 | 1.9% | -4.5 | 1.3 | -8.9%
O=C(c1ccc(N2CCCC2=O)cc1)N1CCOCC1 | 1.6% | 0.3% | 0.3% | 0.6% | 4.3 | -0.4 | 1.1% | 3.5 | 4.9 | -1.1%
Cn1c(Cn2c(=O)sc3ccccc32)nnc1SCC(=O)N1CCOCC1 | -2.0%[46.1 µM] | -3.2% | -1.4% | 0.5% | 12.9 | 4.1 | 0.0% | -17.0 | 0.9 | -9.4%
C=CCNC(=S)Nc1ccc(OC(F)F)c(Cl)c1 | -0.9% | 3.5% | -0.3% | ? | 0.3 | -0.8 | -7.2% | 4.1 | -1.5 | 3.0%
Cc1ccc(C(=O)COC(=O)c2cnccn2)cc1C | · | 3.4% | 9.6% | 0.4% | 9.8 | · | 0.8% | · | 0.2 | 5.6%
O=[N+]([O-])c1ccc(CN2CCOCCOCCOCC2)cc1 | -7.4% | -0.4% | 1.3% | -0.7% | 0.9 | -4.7 | -0.2% | -1.7 | 0.3 | 9.1%
Cc1ccc(C(O)(C(=O)NN(C(=O)c2ccccc2)c2ccccc2)c2ccc(C)cc2)cc1 | 2.2%[46.1 µM] | -1.4% | -0.3% | ? | 7.8 | -1.8 | 0.1% | 6.0 | 0.4 | 11.6%
NC(=S)N=Nc1c(O)[nH]c2ccc(F)cc12 | 13.5%[46.1 µM] | 4.3% | · | -7.5% | -5.7 | -4.0 | -3.8% | -11.1 | -2.2 | -1.6%
COc1ccc(C2=C/C(=C\c3cccc(OC(C)=O)c3)C(=O)O2)cc1 | 15.6%[46.1 µM] | 0.0% | 1.2% | 3.0% | 16.3 | 0.4 | 1.7% | 7.5 | 1.4 | -1.8%
CCN=C(N/N=C/c1ccc([N+](=O)[O-])cc1)SC | 3.7% | 0.7% | 5.3% | -7.9% | 5.8 | -2.3 | -3.9% | 8.0 | -6.0 | -5.3%
O=C(COC(=O)c1ccc(O)cc1)Nc1ccc(N2CCCCC2)cc1 | -9.2% | · | 1.7% | 24.1% | -7.2 | 2.2 | 0.9% | -2.0 | -1.2 | 3.3%
Cc1[nH]c2ccccc2c1/C=N/Nc1nc2ccccc2[nH]1 | -25.0% | 34.8% | · | ? | -30.7 | -1.9 | 1.8% | 0.8 | -0.8 | -13.5%
COc1ccc(Cl)cc1NC(=O)COC(=O)CCNS(=O)(=O)c1cccs1 | · | 3.0% | · | 2.4% | 2.0 | 6.2 | -4.0% | -10.7 | · | ·
Cc1cc2cc(C#N)c(NCCNC(=S)NCCCN3CCOCC3)nc2cc1C | 1.9%[46.1 µM] | 5.6% | 0.5% | 15.6% | -12.2 | 0.3 | -6.2% | 14.1 | -3.0 | 13.0%
NS(=O)(=O)c1cccc(NC(=O)COC(=O)COc2ccc3ccccc3c2)c1 | 2.7% | -2.4% | -0.5% | ? | 23.5 | -0.2 | ? | -16.2 | -3.9 | ?
CCN=C1SC(CC(=O)Nc2sc3c(c2C#N)CCCC3)C(=O)N1CC (stereo not given) | -1.4% | -4.2% | 5.2% | 2.2% | 10.8 | -3.2 | 1.5% | 5.0 | -0.4 | -2.2%
N#Cc1nc(COc2ccccc2Cl)oc1NCc1ccc(F)cc1 | 5.5% | 5.5% | -0.5% | -11.8% | -8.4 | -11.2 | -4.3% | 3.1 | -3.1 | -1.3%
CCCCCOC(=O)CSc1nc2c(c(=O)[nH]c(=O)n2C)n1Cc1ccc(Cl)cc1 | 2.6%[46.1 µM] | -10.1% | -2.0% | -0.4% | 1.0 | 18.2 | -6.5% | -13.1 | 0.7 | 1.1%
O=[N+]([O-])c1cc([N+](=O)[O-])c(N2CCOCC2)cc1NCc1ccccc1 | 2.4% | -8.0% | -1.9% | 3.5% | -9.3 | -0.7 | -1.9% | 7.0 | 2.0 | -3.7%
O=C(/C=C/c1cccc(Cl)c1)c1ccc([N+](=O)[O-])o1 | -4.9% | -5.2% | · | ? | -80.9* | -2.7 | -19.9% | -1.5 | · | ·
CC1CC(C)CN(S(=O)(=O)c2ccc3c(c2)CC(C)N3C(=O)C2CC2)C1 (stereo not given) | -2.6% | -3.3% | 5.4% | 10.5% | -1.3 | -17.8 | -9.6% | 13.0 | 0.5 | 6.2%
CC(Nc1cc(N2CCN(S(=O)(=O)N(C)C)CC2)ccc1[N+](=O)[O-])c1ccccc1 (stereo not given) | · | -3.4% | -1.3% | ? | 2.5 | -3.9 | 1.9% | -20.8 | -34.0* | 37.8%[activator]

From PubChem BioAssay
